ALOX12 inh: ALOX12 (human) lipoxygenase inhibition; P18054; purified 12hLO, xylenol orange hydroperoxide absorbance; Potency, µM (top dose mostly 108 µM), without a hit: top-dose activity change, negative = inhibition, usual class: inhibitors; 1.1% of 580,000 active; AID 1671190; also: % is scaled to controls: 0 for no effect and ±100 for the full control effect
Target sequence (P18054 whole entry, looked up): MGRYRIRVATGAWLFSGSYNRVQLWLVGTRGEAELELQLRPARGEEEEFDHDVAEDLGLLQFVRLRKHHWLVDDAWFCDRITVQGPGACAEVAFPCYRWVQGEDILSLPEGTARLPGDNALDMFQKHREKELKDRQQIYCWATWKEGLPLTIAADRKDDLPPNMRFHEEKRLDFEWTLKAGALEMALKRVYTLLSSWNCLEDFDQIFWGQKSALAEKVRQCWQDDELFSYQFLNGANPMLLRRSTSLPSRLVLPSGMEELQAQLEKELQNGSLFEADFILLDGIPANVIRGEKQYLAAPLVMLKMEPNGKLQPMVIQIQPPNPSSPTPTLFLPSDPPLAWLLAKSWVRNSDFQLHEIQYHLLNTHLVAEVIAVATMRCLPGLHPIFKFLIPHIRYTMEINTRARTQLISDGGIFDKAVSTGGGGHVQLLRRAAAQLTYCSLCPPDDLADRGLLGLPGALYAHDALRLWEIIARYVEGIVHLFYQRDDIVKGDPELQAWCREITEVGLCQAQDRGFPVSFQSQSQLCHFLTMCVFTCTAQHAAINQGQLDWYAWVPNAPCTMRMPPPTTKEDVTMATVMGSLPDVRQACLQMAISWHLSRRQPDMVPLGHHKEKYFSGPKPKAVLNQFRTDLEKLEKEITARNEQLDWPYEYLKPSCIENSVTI
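Hydroperoxide product was detected by ferrous iron/xylenol orange as the 573 to 405 nm absorbance ratio. Arachidonic acid at 40 uM (final) was turned over for 30 min at room temperature by 150 nM human 12hLO, pH 7.0 Hepes buffer, after 15 min compound preincubation.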
Vif-A3F inh: inhibitors of Vif-A3F interaction; 0.2% of 390,000 active; HeLa A3F-eYFP + Vif (tagged APOBEC3F with the HIV-1 protein that degrades it), YFP fluorescence increase; Potency, µM (series often up to 46.1 µM), inactives show at the highest dose activity, negative = active; also: % of control where 0% means no effect; nearly all actives have a fitted effect of over 65% in size
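HeLa cells stably expressing A3F-eYFP plus Vif, plated and incubated overnight at 37 deg C, then exposed to compounds overnight at 37 deg C. Blocked degradation read as raised yellow fluorescence (Ex 488/Em 500-530).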
USP1-UAF1 inh: inhibitors of human USP1/UAF1 deubiquitinase; O94782; recombinant USP1/UAF1, Ub-Rhodamine cleavage fluorescence; Potency, µM (series often up to 57.1 µM), inactives show top-dose activity change, negative = inhibition, most hits filed as inhibitors; 0.23% of 390,000 active; also: % is scaled to controls: 0 for no effect and ±100 for the full control effect; nearly all actives have a fitted effect of over 60% in size; inactives centre near -12
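USP1/UAF1 complex at 1 nM was preincubated with compound for 15 min at room temperature, then Ub-Rho substrate (150nM final) was added. Fluorescence (480/540 nm) was read kinetically, 6 reads every 60 seconds.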
RXFP1 ag: activates the human relaxin receptor RXFP1. HEK293T-RXFP1 cAMP TR-FRET, 30 min; response scale: percent of porcine relaxin response, buffer zero. Potency, µM (highest dose often 57.5 µM), for inactives: at the highest dose activation, usual class: activators. Q9HBX9. 0.3% of 370,000 active; also: % is scaled to controls: 0 for no effect and ±100 for the full control effect; nearly all actives have a fitted effect of over 60% in size; many of its hits are not listed in these tables
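HEK293 cells stably expressing RXFP1, treated 30 min at 37C with compounds plus PDE4 inhibitor Ro 20174; cAMP measured by HTRF TR-FRET. Normalized to buffer and 29 nM porcine relaxin; EC50 by Hill fit.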
TrxR1 substrate: is turned over as a substrate by rat TrxR1; purified TrxR1 substrate turnover, NADPH consumption readout; Potency, µM (highest dose often 114 µM), for the others: at the highest dose activity change, negative = substrate turnover; 0.01% of 390,000 active; AID 588456; also: % is scaled to controls: 0 for no effect and ±100 for the full control effect; nearly all actives have a fitted effect of over 50% in size
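Rat TrxR1, dispensed at 90 nM, was prereduced with 400 uM NADPH (final) for 5 min at ~22 deg C, then incubated with compound 15 min before 400 uM selenite. A first-read NADPH fluorescence drop versus no-compound background flagged substrates.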
IDH1 R132H inh: inhibitors of human mutant IDH1 R132H; AID 602179; IDH1-R132H enzyme, NADPH consumption, diaphorase/resazurin fluorescence; O75874; 0.093% of 390,000 active; Potency, µM (doses to about 76.6 µM), inactives show top-dose activity change, negative = inhibition, usual class: inhibitors; also: % is scaled to controls: 0 for no effect and ±100 for the full control effect; nearly all actives have a fitted effect of over 65% in size
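IDH1-R132H (0.5 ug/mL) preincubated 30 min with compound, then NADPH (0.016 mM) and alpha-KG (2 mM) added; 80 min at RT, pH 7.5. Remaining NADPH coupled via diaphorase/resazurin to fluorescence (540/590 nm); concentration-response curves normalized to no-enzyme control.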
Vif-APOBEC3G blk: inhibitors of Vif-APOBEC3G interaction | Q9HC16 | HeLa A3G-eYFP + Vif (tagged APOBEC3G with the HIV-1 protein that degrades it), YFP fluorescence, overnight | 0.076% of 410,000 active | Potency, µM (top dose mostly 46.1 µM), without a hit: at the highest dose activity, negative = active, hits mostly inhibitors;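 also: % is scaled to controls: 0 for no effect and ±100 for the full control effect; nearly all actives have a fitted effect of over 60% in size; hits raise eYFP signal because A3G escapes Vif-driven loss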
Target sequence (Q9HC16 whole entry, looked up): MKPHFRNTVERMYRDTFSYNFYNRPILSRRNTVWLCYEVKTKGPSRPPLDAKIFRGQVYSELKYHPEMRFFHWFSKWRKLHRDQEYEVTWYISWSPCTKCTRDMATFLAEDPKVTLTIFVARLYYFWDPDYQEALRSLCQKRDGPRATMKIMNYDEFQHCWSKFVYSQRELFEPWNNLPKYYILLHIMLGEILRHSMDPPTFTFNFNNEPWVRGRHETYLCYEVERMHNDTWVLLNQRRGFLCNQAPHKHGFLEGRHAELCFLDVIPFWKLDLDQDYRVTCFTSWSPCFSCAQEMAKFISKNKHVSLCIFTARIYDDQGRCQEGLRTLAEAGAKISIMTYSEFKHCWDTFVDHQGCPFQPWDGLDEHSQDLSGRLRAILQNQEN
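Read-out is eYFP fluorescence (Ex 488/Em 500-530) from Vif-expressing HeLa A3G-eYFP cells; more signal means A3G escaped Vif-mediated degradation. Cells plated overnight, compound pinned in, incubated overnight at 37 deg C.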
rTrxR1 inhibitor: rat TrxR1 inhibition. Potency, µM (titrated, usually from 114 µM), for inactives: top-dose activity change, negative = inhibition, hits mostly inhibitors. 1% of 390,000 active. recombinant rTrxR1, NADPH fluorescence consumption, selenite substrate. O89049; also: % is scaled to controls: 0 for no effect and ±100 for the full control effect; nearly all actives have a fitted effect of over 65% in size
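Rat TrxR1 (90 nM in the dispensed reagent) was pre-reduced with 400 uM NADPH for 5 min at room temperature, then incubated with compound for 15 min. After 400 uM selenite was added, NADPH fluorescence (Ex 340/Em 450 nm) was followed for 8 min.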
RGS4 inhibitor: blocks human RGS4-accelerated GTP hydrolysis. P49798. Transcreener GDP fluorescence polarization, RGS4-accelerated GTP hydrolysis. Potency, µM (doses to about 114 µM), for the others: at the top dose activity change, negative = inhibition, usual class: inhibitors. 0.039% of 390,000 active. AID 504845; also: % is scaled to controls: 0 for no effect and ±100 for the full control effect; nearly all actives have a fitted effect of over 75% in size; some results filed as inactive show a strong effect at the top dose
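MLSMR compounds (23 nl, pin-transferred) preincubated 10 min at room temperature with a 500nM (2x) first reagent, then RGS4 at 900nM (2x) plus Transcreener GDP mix added; fluorescence polarization (620/688 nm) read before and after 90 min at 30 °C.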
An asterisk follows results filed as active; ? = inconclusive; nt = no result given; & = joins results of further samples; [ ] = remark or other dose. Calls follow the shape of the dose curve; as a rule, active = well fitted curve in the direction sought with a large enough effect; inconclusive = small, poorly fitted or top-dose-only effect, or another doubt; inactive = no such curve, though single readings can be large; an effect the other way counts as inactive or inconclusive. Potency is read from the fitted curve at half-maximal effect. An excerpt; the hit share may differ from the screen's.

compound | RXFP1 ag | Vif-APOBEC3G blk | ALOX12 inh | USP1-UAF1 inh | IDH1 R132H inh | Vif-A3F inh | RGS4 inhibitor | TrxR1 substrate | rTrxR1 inhibitor
CC(=O)c1c(C)cc(C)c(CSc2ccccn2)c1C | -0.7% | -3% | ? | -16% | 7% | 0% | -38% | 8%[2.29 µM] | 16%[57.1 µM]
CCCCCOC(=O)Nc1nnc(CCCCC)s1 | 0.8% | 0% | 3% | -20% | 14% | 1% | -6% | 6% | 20%
O=S(=O)(c1ccc(F)cc1)N1CCCC1 | -1.5% | 1% | 7% | -7% | 8% | -24% | 15% | -10% | 9%[57.1 µM]
O=C(CN1C(=O)COc2ccccc21)N1CCCC1 | -0.9% | 0% | 0% | -14% | -10% | -15% | -8% | 2% | 25%
Cc1cc(NC(=O)Cn2c(=O)oc3ccccc32)no1 | 0.0% | -8% | 5% | -2% | -14% | -7% | -5% | -7% | -15%
CCOc1ccc(-n2nc3c(=O)[nH]nc(C)c3c2C)cc1 | 3.0% | 0% | -24% | -22% | 3% | 12% | 0% | 31%[activator] | 26%
C=CCn1c(N)cc(=O)nc1SCC(=O)N(c1ccccc1)c1ccccc1 | 3.2% | 1% | 8% | -14% | 1% | 15% | -37% | 2%[57.1 µM] | 28%
CC(C)C[C@H](NC(=O)Nc1ccccc1F)C(=O)O | 0.8% | 0% | -3% | -20% | 5% | 2% | 16% | 11% | 16%[57.1 µM]
O=C(O)C1CCCN1C(=O)Nc1ccc(Cl)cc1 (stereo not given) | 4.0% | -2% | -14% | -13% | -2% | -3% | -10% | -15% | -6%
Cc1ccccc1COCCN1CCN(S(=O)(=O)c2ccccc2)CCC1=O | 6.3% | 1% | 5% | 0% | 7% | 2% | -2% | 2%[57.1 µM] | 23%[57.1 µM]
CCCCc1nnc(SCc2cc(=O)c3cc(C(=O)OCC)ccc3[nH]2)n1C | -2.5% | -2% | -16% | -27% | 4% | 3% | 10% | -4%[57.1 µM] | 9%[57.1 µM]
CCOC(=O)c1nnn(-c2nonc2N)c1-c1cccs1 | 0.1% | 0% | 0% | 7% | 9% | 0% | 13% | 6%[57.1 µM] | 10%[57.1 µM]
COc1ccc(N2CCN(S(=O)(=O)c3cc4c(cc3C)N(C(C)=O)CCO4)CC2)cc1 | -0.4% | 2% | -3% | -14% | -9% | 4% | 8% | 4%[57.1 µM] | 18%[57.1 µM]
CC(C)c1ccc(C(=O)NC(=S)Nc2ccc3[nH]c(=O)[nH]c3c2)cc1 | 2.4% | 2% | ? | -6% | -6% | -11% | -14% | -3% | ?
Cc1cccc(N(C)S(=O)(=O)c2ccc3c(c2)CCC(=O)N3)c1 | 0.5% | 3% | -18% | -6% | 5% | -3% | -24% | 6% | 23%
CCOc1cc(/C=N/NC(=O)c2ccc(CN3CCOCC3)cc2)ccc1OCc1ccccc1 | 5.3% | 0% | 9% | -2% | -2% | 3% | 11% | -15% | -16%
CCCCCCCC(=O)N/N=C(\C)c1cccnc1 | 0.2% | -1% | 10% | -13% | 6% | nt | 15% | -8% | -17%
O=C(O)/C(=C\c1ccco1)NC(=O)c1ccco1 | 0.0% | -1% | ? | -11% | -14% | 0% | 1% | -4% | -7%
Cc1ccc(N2C(=O)CC(NNC(=O)c3cccc(S(=O)(=O)N4CCCC4)c3)C2=O)cc1 (stereo not given) | -0.9% | 1% | 1% | 1% | 3% | 0% | -1% | -11% | -4%
CN(C)c1ncc(C(=O)NCc2ccccc2Cl)cn1 | 0.2% | nt | 9%&-16% | 9% | nt | nt | -1% | 12%[57.1 µM] | 15%[57.1 µM]
O=C(NCC1CCCN(Cc2cccc(OCCO)c2)C1)c1ccc(F)cc1 (stereo not given) | 1.0% | 1% | 14% | -9% | 1% | 1% | 23% | 1% | 15%
O=C(O)CP(=O)(O)O | -0.6% | 2%&3% | 2% | 13% | -10% | 6% | 1%[56.9 µM] | 2%[57.1 µM] | -2%[57.1 µM]
O=C(NCc1ccc(Cl)cc1)c1cc2ccccc2o1 | -0.7% | 8% | -2% | -18% | -12% | -2% | 29% | 1% | 14%
COc1ccc(C(=O)NC2CC3CCCC(C2)N3CC(C)C)cc1 (stereo not given) | 0.8% | -2% | 229%[activator] | -6% | 9% | -23% | -43% | -5%[57.1 µM] | 13%
Cn1ncc(Oc2ccc([N+](=O)[O-])cc2)c(Cl)c1=O | 9.2% | -4% | 202%[activator] | -18% | 6% | -1% | 5% | 6% | 11%[57.1 µM]
CCOc1ccccc1NC(=O)Cn1nnc(C(=O)NCc2ccco2)c1N | 0.7% | -32% | 31%[activator] | -11% | -6% | -28% | 10% | 0% | 5%
CCOC(=O)N1CCC(NC(=O)c2cc(S(=O)(=O)N(CC)CC)ccc2F)CC1 | 0.0% | 1% | 15% | -2% | 3% | 7% | -8% | -5% | 16%
C[C@H](CO)N1C[C@H](C)[C@@H](CN(C)C(=O)Cc2ccccc2)OCc2cnnn2CCCC1=O | nt | 3% | -35% | 1% | 1% | -16% | nt | nt | nt
O=C(CCC(NC(=O)OCc1ccccc1)C(=O)OCc1ccccc1)NCC(=O)OCc1ccccc1 (stereo not given) | -0.4% | 3% | 4% | -15% | 6% | -2% | -14% | 7%[57.1 µM] | 16%[57.1 µM]
CCOc1ccc(S(=O)(=O)Nc2ccc(S(=O)(=O)N3CCOCC3)cc2)cc1 | -1.4% | 0% | 7% | -20% | 1% | -2% | 8% | -8% | 6%[57.1 µM]
C/C(=N/OC(=O)c1cccc(C(F)(F)F)c1)c1cnccn1 | -0.4% | 0% | 2% | -5% | -4% | -6% | 8% | 7%[57.1 µM] | 17%[57.1 µM]
CCOc1ccc(Cc2c(Cl)nc(SC)nc2OC)cc1 | 0.6% | -9% | 15% | -14% | 1% | 6% | 10% | 8%[57.1 µM] | 20%[57.1 µM]
NC1=NOC(=O)C1C1CCCCC1 (stereo not given) | nt | 4% | ? | -10% | -13% | 3% | -1% | -3% | 3%
Cn1nc(-c2ccccc2)cc1NC(=O)Nc1ccc(F)cc1 | 0.8% | -3% | 56%[activator] | -12% | 3% | -7% | -22% | 2% | 10%
CCCS(=O)(=O)NCCc1cc2c(C)ccc(C)c2[nH]c1=O | 4.2% | 2% | 10% | 4% | 4% | -3% | 8% | 12% | 31%
COc1ccc(Oc2cc(C)c3ccccc3n2)cc1 | 3.9% | -9% | -9% | -3% | 7% | 0% | -1% | 1%[57.1 µM] | -1%[57.1 µM]
O=C(C[C@@H]1C[C@H]2c3cc(NC(=O)C4CCC4)ccc3O[C@H]2[C@@H](CO)O1)NCc1ccc(-c2ccccc2)cc1 | nt | -18% | -7% | -21% | 8% | 11% | nt | nt | nt
CCOc1ccccc1NS(=O)(=O)N(C)C | -0.6% | 1% | 0% | -2% | 15% | -2% | 33% | -8% | 4%
Cn1c(-c2ccc(S(=O)(=O)N3CCCC3)cc2)csc1=Nc1ccc(Cl)c(Cl)c1 | 4.9% | 5% | ? | 4% | -3% | 0% | -7% | 11% | -8%
NC(=O)C1CCCN1Cc1ccc2c(c1)OCO2 (stereo not given) | nt | 0% | -37% | -16% | 3% | -8% | -32% | -7% | -13%
O=C(/C=C/c1ccccc1[N+](=O)[O-])N1CCOCC1 | 2.9% | -1% | -11% | -19% | 20% | 4% | 9% | 7%[57.1 µM] | 10%[57.1 µM]
CCCc1nnc(N2C(=O)c3cccc4cccc(c34)C2=O)s1 | -2.6% | 0% | -5% | -19% | 12% | -6% | -17% | 38% | 29%[57.1 µM]
CCOC(=O)C1=C(C)OC2(O)c3ccccc3C(=O)C12O (stereo not given) | 0.4% | -12% | 10% | 13µM* | ? | 11% | -17% | 3% | 24%
COc1ccc(CNC(=O)COC(=O)CCc2nc3ccccc3c(=O)[nH]2)cc1 | 3.4% | -1% | 3% | -4% | 8% | 9% | 2% | -1%[57.1 µM] | 6%[57.1 µM]
CC(C)CN(CC(C)C)S(=O)(=O)N1CCC(C(=O)N2CCc3ccccc3C2)CC1 | 0.3% | 2% | 10% | -16% | 4% | -9% | 9% | 2% | 2%
CC1=CC(C)(C)N(C(=O)CN2C(=O)c3ccccc3C2=O)c2ccc(C)cc21 | -2.1% | 3% | 11% | -15% | 6% | -2% | 28% | -1% | -3%
O=S(=O)(NCc1ccccc1)c1cnc[nH]1 | 0.0% | 1% | -17% | -1% | 3% | -2% | 0% | -3% | -4%[57.1 µM]
O=c1cc(-c2ccccc2Cl)oc2cccc(O)c12 | 2.6% | -10% | 40%[activator] | -24% | 5% | 1% | 4% | 0%[57.1 µM] | 18%[57.1 µM]
CCOC(=O)c1c(NC(=O)CC2Sc3ccc(C(F)(F)F)cc3NC2=O)sc(C)c1C (stereo not given) | 1.6% | -4% | -4%&28% | -6% | -4% | -11% | 0% | 4% | 10%
COc1ccc(CN=C2NN=C(c3cccc(OC)c3)CS2)cc1 | 1.9% | 2% | -7% | -4% | 0% | -3% | 10% | -7% | -7%
